# Kir21 inh: Kir2.1 (mouse) channel inhibition; HEK293-Kir2.1, FluxOR thallium flux fluorescence; stronger effect = lower value; B-score at 10 µM; 310,000 compounds, 0.85% hits; AID 1672;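 active = fluorescence ratio B-score at or below minus 3 SD of library scores, with starting-brightness B-score within 2 SD, cut at about -4.2 in these data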;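 also: channel flux triggered by added potassium and thallium sulfate stimulus; B-score of peak minus minimum fluorescence over baseline after thallium stimulus; more negative B-score means stronger Kir2.1 block with less thallium influx; some compounds called inactive have numbers as strong as hits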
# Target sequence (P35561 whole entry, looked up): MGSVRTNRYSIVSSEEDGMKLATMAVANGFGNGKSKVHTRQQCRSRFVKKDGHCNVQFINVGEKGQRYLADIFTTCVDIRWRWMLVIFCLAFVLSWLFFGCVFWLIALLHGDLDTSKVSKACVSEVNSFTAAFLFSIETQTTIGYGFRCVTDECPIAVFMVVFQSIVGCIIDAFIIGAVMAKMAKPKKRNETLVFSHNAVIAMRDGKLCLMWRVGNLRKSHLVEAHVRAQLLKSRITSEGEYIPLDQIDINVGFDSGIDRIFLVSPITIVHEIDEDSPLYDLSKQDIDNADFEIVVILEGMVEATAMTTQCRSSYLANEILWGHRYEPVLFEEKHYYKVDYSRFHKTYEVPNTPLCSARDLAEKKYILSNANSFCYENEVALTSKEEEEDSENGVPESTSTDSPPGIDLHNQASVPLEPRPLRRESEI
# CHT block: inhibits the human high affinity choline transporter | Q9GZV3 | CHT-expressing cells, membrane potential dye, choline response; stronger effect = lower value | B-score at 10 µM | 310,000 compounds, 0.86% hits;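 active = B-score over 3 SD under the library average, and starting fluorescence ratio not unusually high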;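 also: choline stimulus applied at its EC90 after an EC20 pre-addition; B-score computed on integrated fluorescence ratio after choline addition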
# Target sequence (Q9GZV3 whole entry, looked up): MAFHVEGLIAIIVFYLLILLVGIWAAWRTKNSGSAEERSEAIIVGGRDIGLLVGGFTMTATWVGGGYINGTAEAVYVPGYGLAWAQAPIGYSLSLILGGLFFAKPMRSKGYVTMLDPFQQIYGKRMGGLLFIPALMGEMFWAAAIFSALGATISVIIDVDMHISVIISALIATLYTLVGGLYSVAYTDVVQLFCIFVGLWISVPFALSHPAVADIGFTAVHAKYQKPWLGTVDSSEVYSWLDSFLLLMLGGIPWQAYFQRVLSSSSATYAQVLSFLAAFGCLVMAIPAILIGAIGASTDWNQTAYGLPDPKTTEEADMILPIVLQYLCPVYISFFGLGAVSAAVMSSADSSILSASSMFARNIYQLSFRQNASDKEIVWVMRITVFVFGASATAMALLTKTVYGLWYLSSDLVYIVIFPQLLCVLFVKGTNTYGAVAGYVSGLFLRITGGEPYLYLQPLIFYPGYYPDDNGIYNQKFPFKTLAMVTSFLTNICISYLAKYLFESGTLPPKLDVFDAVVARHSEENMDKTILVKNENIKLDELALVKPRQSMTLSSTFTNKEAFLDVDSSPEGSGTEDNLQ
# The depositor's hits bear a star; i = inactive; & = joins results of further samples.
SMILES,Kir21 inh,CHT block
COCCCNC(=O)CC1Oc2ccccc2NC1=O (stereo not given),-0.38,i
CN(C)Cc1c(-c2ccc(Cl)cc2)nc2ccccn12,1.5,i
CCCN1C(=O)c2ccccc2NC1c1cc(OC)c(OC)c(OC)c1 (stereo not given),0.97,i
COc1ccc(-n2nc(C(=O)NCC(=O)NC3CCCCCC3)c3ccccc3c2=O)c(OC)c1,-0.38,i
C#CCNc1cc(-c2ccccc2)nc2ncnn12,-0.06,i
COc1ccc(C(=O)N2CCC(C(=O)NCc3ccccn3)CC2)cc1,0.53,i
O=C(Nc1nc(-c2ccc3c(c2)OCO3)cs1)C1COc2ccccc2O1 (stereo not given),0.01,i
Cc1ccccc1Oc1nc2ccccn2c(=O)c1/C=C(\C#N)C(=O)Nc1c(C)n(C)n(-c2ccccc2)c1=O,-0.15,i
Cc1ccc(Cn2c(=N)n(CC(O)COc3ccccc3)c3ccccc32)cc1 (stereo not given),-8.5*,-8.2*
C=CCN(c1cccc(C(F)(F)F)c1)S(=O)(=O)c1cccc(C(=O)OCC(=O)NC)c1,-0.66,i
Cc1cc(C)c2oc(C(=O)Nc3nnc(C(C)C)s3)cc(=O)c2c1,-0.03,i
COc1ccc(S(=O)(=O)N2CCN(CC(=O)Nc3ccccc3OC)CC2)cc1,-2.8,i
COc1ccc2c(c1)C1(Nc3ccccc3C(=O)N1c1ccccc1)C(=O)N2 (stereo not given),-2.3,i
Cc1ccc(S(=O)(=O)N2CCCCC2CCNC(=O)C(=O)NCCc2ccco2)cc1 (stereo not given),-0.04,i
Cc1nn(C)c(C(=O)Nc2ccc(Cl)c([N+](=O)[O-])c2)c1Cl,1.4,i
COc1ccc(C(=O)O/N=C2\CCCc3nonc32)cc1,0,i
CCN1CCCC1CNC(=O)c1cc(N)ccc1OC (stereo not given),-0.36,i
Cc1cc(C(=O)NNC(=S)NC(C)c2ccccc2)c2ccccc2n1 (stereo not given),0.24,i
O=C1C(=O)N(CCN2CCOCC2)C(c2cccnc2)/C1=C(/O)c1ccccc1 (stereo not given),1.4,i
CC(C)(C)c1cnnn1-c1ccc(-c2csc(N)n2)cc1,-1.1,i
CN(C)CCCNc1nc(-c2ccccc2)c2c(c1C#N)CC(C)(C)OC2,-2,i
Cc1cc(NC(=O)C2CC=CCC2C(=O)O)ccc1NC(=O)c1ccccc1 (stereo not given),1.3,i
Oc1ccc(NCc2cccs2)cc1,-1.6,i
CC(C)c1ccc(NC2CCCN(C(=O)CCn3cnnn3)C2)cc1 (stereo not given),1.3,i
O=S(=O)(/N=C(/c1ccc(Cl)cc1)N1CCOCC1)c1ccc(Cl)cc1,-3.5,i
CC(=O)N1N=C(c2cccc([N+](=O)[O-])c2)OC1(C)c1cccs1 (stereo not given),0.04,i
Cn1c(C(=O)OC(C(=O)NCc2ccco2)c2ccncc2)cc2sccc21 (stereo not given),-0.54,i
Cc1ccc(-n2nnc(-c3nccs3)n2)cc1,0.4,i
Cc1ccc(-c2nnc(-c3ccc(NC(=O)c4cccs4)cc3)o2)cc1,0.62,i
Cc1cccc2cc3cccc(C)c3nc12,-0.82,i
O=C(O)c1ccccc1C(=O)OCc1ccccc1,-0.55,i
Cc1ccc(NC(=O)Nc2cc(C(F)(F)F)c[nH]c2=O)cc1,0.16,i
O=C(CCS(=O)(=O)c1ccc2c(c1)NC(=O)CS2)NCc1ccccc1Cl,0.98,i
CCOc1ccc(-n2nnnc2SCC(=O)N2CCOCC2)cc1,0.32,i
OC(CNCCNc1ncccc1C(F)(F)F)Cn1ccc2ccccc21 (stereo not given),-2.2,i
Cn1cnc(S(=O)(=O)NC2CCN(Cc3c(F)cccc3Cl)CC2)c1,2.5,i
Cc1ccc(-c2nc(CSCC(=O)NCC3CCCO3)c(C)o2)cc1 (stereo not given),0.07,i
Cc1ccc(C2OC(=O)C=C2c2ccccc2)cc1 (stereo not given),-1.4,i
CCCCc1nnc(NC(=O)CSc2nc(C)cc(=O)[nH]2)s1,0.94,i
COc1ccccc1NC(=S)N(CCc1nc2cc(C)c(C)cc2[nH]1)Cc1cccnc1,-1.6,i
O=C(N/N=C/c1cccs1)c1ccccn1,-0.21,i
CC(=O)Nc1ccc(S(=O)(=O)N(C)CC(=O)OCC(=O)c2cc(C)n(-c3ccc4c(c3)OCO4)c2C)cc1,0.82,i
Cc1sc2nc(SCC(=O)Nc3ccc(S(=O)(=O)NCCCC(=O)O)cc3)[nH]c(=O)c2c1C,2.2,i
Fc1ccccc1/C=N/Nc1cc(N2CCCCC2)ncn1,0.45,i
O=C(/C=C/c1cccc([N+](=O)[O-])c1)Nn1c(-c2ccccc2F)nc2ccccc2c1=O,3.5,i
CCC[N+](C)(C)C(C)C(OC(C)=O)c1ccccc1 (stereo not given),0.25,i
c1ccc(Oc2cccc(OCCCCN3CCCC3)c2)cc1,-3,i
O=C(OCCN1CCCCC1)C1(c2ccccc2)CCCC1,-0.86,i
COc1ccc(C(C(=O)NCc2ccccc2)N(Cc2cccnc2)C(=O)c2snc(C(N)=O)c2N)cc1OC (stereo not given),1.9,i
O=[n+]1cc(-c2ccc(Cl)cc2)n([O-])c2c1CCCCC2,0.18,i

# Grouped by structure: those above with a thiophene ring, fused or not
SMILES,Kir21 inh,CHT block
Oc1ccc(NCc2cccs2)cc1,-1.6,i
CC(=O)N1N=C(c2cccc([N+](=O)[O-])c2)OC1(C)c1cccs1 (stereo not given),0.04,i
Cn1c(C(=O)OC(C(=O)NCc2ccco2)c2ccncc2)cc2sccc21 (stereo not given),-0.54,i
Cc1ccc(-c2nnc(-c3ccc(NC(=O)c4cccs4)cc3)o2)cc1,0.62,i
O=C(N/N=C/c1cccs1)c1ccccn1,-0.21,i
Cc1sc2nc(SCC(=O)Nc3ccc(S(=O)(=O)NCCCC(=O)O)cc3)[nH]c(=O)c2c1C,2.2,i

# The list goes on.
SMILES,Kir21 inh,CHT block
COC(=O)/C(C#N)=C/c1c(Oc2cc(C)cc(C)c2)nc2ccccn2c1=O,0.53,i
CCOC(=O)C1CCCN(C(=O)COc2ccc(S(=O)(=O)N(CC)c3ccccc3)cc2)C1 (stereo not given),-1.7,i
O=C(O)CCSc1nnc(-c2ccccc2)n1-c1ccccc1,0,i
CCCCNC(=O)CN1C(=O)NC2NC(=O)NC21 (stereo not given),1,i
C=CCn1c(P(C)(=O)O)nc2ccccc21,-1.1&-1.8,i
COc1ccc(CC(=O)NCC2CCCCC2)cc1OC,0,i
OC(COc1ccccc1CNCc1cccnc1)CN1CCc2ccccc2C1 (stereo not given),-1.4,i
COc1ccc(CNc2nc3c(c(=O)[nH]c(=O)n3C)n2CCCc2ccccc2)cc1,-1.4,i
CC(=O)NC(c1ccccc1)c1cc([N+](=O)[O-])c2cccnc2c1O (stereo not given),-2.1,i
CNc1nc(C)nc(-c2ccccc2O)n1,-2.6,i
Cc1cc(C)nc(NS(=O)(=O)c2ccc(CC(C)C)cc2)c1,-1,i
CC(=O)c1ccc(NC(=S)NC(=O)Cc2ccc(Cl)cc2)cc1,-0.01,i
CC(C)OC(=O)/C(C#N)=C\c1cccnc1,1.3,i
CC(C)(CN1CCCC1)NS(=O)(=O)c1ccc(Cl)cc1,0.39,i
COC(=O)C[C@H]1c2cc(C(F)(F)F)ccc2S(=O)(=O)N1Cc1ccccc1OC,-1.2,i
CCOC(=O)c1cc2c(=O)n3ccccc3nc2n(Cc2ccco2)c1=NC(=O)c1ccc(OC)cc1OC,-0.42,i
COC(=O)c1cc(NC(=O)c2ccc(OC)cc2)c(=O)oc1C,1.2,i
O=S(=O)(NC1CCCCC1)c1ccc(-c2csnn2)s1,0.5,i
O=C(CN1CCCCCC1)NCCN1C(=O)S/C(=C\c2ccccc2Cl)C1=O,1.6,i
C=CCSc1nnc(NC(=O)c2c(CC)noc2C)s1,1.4,i

# Another view of part of the listing above:
molecule: COC(=O)c1cc(NC(=O)c2ccc(OC)cc2)c(=O)oc1C
  Kir21 inh: 1.2; CHT block: i

molecule: CC(C)OC(=O)/C(C#N)=C\c1cccnc1
  Kir21 inh: 1.3; CHT block: i

molecule: O=S(=O)(NC1CCCCC1)c1ccc(-c2csnn2)s1
  Kir21 inh: 0.5; CHT block: i

molecule: COC(=O)C[C@H]1c2cc(C(F)(F)F)ccc2S(=O)(=O)N1Cc1ccccc1OC
  Kir21 inh: -1.2; CHT block: i

# (list continues)
SMILES,Kir21 inh,CHT block
Cn1c(=O)c(=O)n(C)c2cc(S(=O)(=O)N3CCCC3C(=O)Nc3ccc(F)cc3)ccc21 (stereo not given),0.04,i
Cn1c(CCNC(=O)OC(C)(C)C)n[nH]c1=S,-1.4,i
O=C1c2cc(F)ccc2OC2(CCNCC2)C12CC(c1ccccc1)=NO2 (stereo not given),-1.4,i
COc1ccc(NC(=O)N2CCCC(c3nc(-c4ccc(F)cc4)no3)C2)cc1 (stereo not given),-0.01,i
Cc1[nH][nH]c(=O)c1C=Nc1ccc(C(F)(F)F)cc1,-0.57,i
Cc1ccc(S(=O)(=O)N2CCOC23CCN(C(=O)C(=O)NCc2ccccc2)CC3)cc1,0.44,i
CCCC/C(C)=N/NC(=O)NC1CCCCC1,0.43,i
Cc1ccccc1CN(c1ccc(C(=O)N2CCc3ccccc3C2)cc1)S(C)(=O)=O,-1.3,i
Cc1nonc1NC(=O)N1CCCC1,2.4,i
CC1Nc2ccccc2C(=O)N1NS(=O)(=O)c1ccccc1 (stereo not given),1.2,i
CCN(CC)C(=O)CSc1nc2ncc(Br)cc2[nH]1,0.16,i
CCOc1ccccc1N1CC(C(=O)N2CCOCC2)CC1=O (stereo not given),-0.56,i
COc1ccc(-c2nnc(N3CCOCC3)c3ccccc23)cc1,-0.69,i
Cc1ccc(S(=O)(=O)N2CCCC(C(=O)NC3CC3)C2)cc1 (stereo not given),0.87,i
O=C(OC(C(=O)NCc1ccc2c(c1)OCO2)c1ccc(Cl)cc1)c1ccco1 (stereo not given),-1.2,i
COc1ccc(NC(=O)COc2ccc3c(c2)OCO3)cc1,1.3,i
COc1ccccc1-c1c(C)nn2c(N)c(-c3ccc(Cl)cc3)cnc12,-0.71,i
Cc1noc(C)c1S(=O)(=O)N(CC(=O)NC1CCCC1)c1ccc(C(C)C)cc1,-1.2,i
O=C1c2ccccc2C(=O)N1c1nc2nccc(-c3ccccc3)n2n1,0.42,i
COc1ccc(NC(=O)c2cncc(Br)c2)cc1S(N)(=O)=O,-2.2,i
CCOC(=O)c1c(C)oc2c1cc(O)c1ccccc12,-1.4,i
c1cncc(CNc2nc(N3CCOCC3)nc(N3CCOCC3)n2)c1,0,i
COc1ccc(-c2cc(C(F)(F)F)nc(SCC(=O)Nc3ccc4c(c3)OCO4)n2)cc1,0.53,i
COc1ccc(C(c2oc(CO)cc(=O)c2O)c2oc(CO)cc(=O)c2O)cc1,1.3,i
CC1(C)Cc2c(C#N)c(SCCO)nc(N3CCOCC3)c2CO1,0.22,i
CN(C)c1ccc(C2Nc3cccc4cccc(c34)N2)cc1,0.04,i
Clc1ccc(N/N=C/c2ccncc2)cc1Cl,-2.8,i
Cc1ccccc1N1C(S)=C(C#N)C(=O)NC1c1ccco1 (stereo not given),-0.65,i
COC(=O)/C=C/C(=O)N1CCN(c2cccc(Cl)c2)CC1,-0.43,i
O=C(/C=C/NCc1ccc(F)cc1)c1ccccc1,-0.12,i
CC1CCC(NC(=O)c2ccc(CS(=O)(=O)Cc3ccccc3F)o2)CC1 (stereo not given),0.01,-5.4*
Nc1c(C(=O)NC2CCCC2)c2nc3ccccc3nc2n1N,-0.25,i
CCCCn1c(N)c(N(CC)C(=O)c2cc3c(s2)CCCCC3)c(=O)[nH]c1=O,1.1,i
Cc1ccc([N+](=O)[O-])cc1S(=O)(=O)n1ccnc1C,0,i
COC(=O)c1sccc1NC(=O)/C=C/c1ccc(Cl)cc1,-0.83,i
Cc1nc(NC(=O)c2cnccn2)ccc1Br,1.1,i
Cc1c([N+](=O)[O-])ccc(S(=O)(=O)N2CCC(C(N)=O)CC2)c1C,-0.13,i
Cc1ccc(SCc2cc(=O)[nH]c(N3CCN(C)CC3)n2)cc1,-2.4,i
CC(=O)NNC(=O)N1Cc2ccccc2Oc2ccc(Cl)cc21,-0.15,i
CNC(=O)c1[nH]cnc1C(=O)Nc1ccccc1OC,-0.89,i
O=C(c1ccc(Cl)c(S(=O)(=O)N2CCCC2)c1)N1CCN(c2ccccc2F)CC1,-1.2,i
COc1ccccc1NC(=O)c1ccc2nc(C)c(C)nc2c1,0.88,i
COc1cc([N+](=O)[O-])ccc1-c1ccc(C(=O)Nc2ccc(NC(C)=O)cc2)o1,0.23,i
COC(=O)N1CCc2c(sc(NC(=O)C3COc4ccccc4O3)c2C(N)=O)C1 (stereo not given),0.56,i
CCOC(=O)C1(CC)CC(CSc2nc3ccccc3[nH]2)OC1=O (stereo not given),0.25,i
CC(=O)N1c2ccccc2Nc2ccccc21,0.38,i
O=C(NNC(=O)c1ccc(S(=O)(=O)N2CCOCC2)cc1)c1ccccc1,0.25,i
O=C(NNc1c([N+](=O)[O-])cc(C(F)(F)F)cc1[N+](=O)[O-])c1ccco1,0.03,i
O=C(Cn1cc2c(n1)CCCC2)Nc1cc(-c2cccc(Cl)c2)no1,0.01,i
O=C(O)c1cn(-c2ccc(F)c(F)c2)c2c(F)c(F)c(F)c(F)c2c1=O,2.7,i
COc1ccc(Cl)cc1NC(=S)N(CCN1CCOCC1)C1CCN(C(C)=O)CC1,0.83,i
COc1ccc(CCNC(=O)CCCOc2cc(=O)n(C)c3ccccc23)cc1OC,0.61,i

# Compound activity as filed in PubChem BioAssay.
